UTI89 phage lysis: inhibition of K1F phage lysis, E. coli UTI89, bacterial capsule biogenesis inhibitors, alamar blue (AID 488966); E. coli UTI89 K1F phage lysis, alamar blue, 2 h; higher % means a stronger effect; 340,000 tested, 0.02% active; inhibition, % at 100 µM, or IC50 in µM where a hit was titrated;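 active = phage lysis inhibition, versus mean bacterial control, above a set limit; inconclusive = no clear call, values can overlap the other calls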;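 also: capsule biogenesis inhibitors block K1F phage lysis so surviving cells raise fluorescence; higher fluorescence means more inhibition of phage lysis; actives were called in the ten point dose series up to 300 µM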
Dengue-2 NS5 capping: Dengue-2 NS5 methyltransferase inhibitors, primary screen, biochemical, confirmation dose response (AID 588689); one-dose inhibition, % at 25 µM; IC50 in µM for titrated hits; 340,000 tested, 0.3% active; Genome polyprotein (Dengue virus type 2 (strain 16681-PDK53)); Dengue-2 NS5 methyltransferase capping enzyme assay, biochemical; higher % means a stronger effect; in the data active = a potency from the dose series; inconclusive = inhibition above about 29% without an active follow-up result
RSV CPE inhibition: RSV antiviral activity via CPE protection, HEp-2 cells, primary 10 µM value included (AID 2391); HEp-2 cells, RSV-induced CPE inhibition; higher % means a stronger effect; CPE inhibition, % at 10 µM; hits with a dose series show IC50 in µM; 310,000 tested, 0.13% active; in the data active = a potency from the dose series; inconclusive = CPE inhibition mostly from about 23% at the one dose, without a potency; inactive = the rest, 99 in 100 with CPE inhibition below about 21%; also: strong numbers were not always called active
West Nile antiviral: West Nile virus antiviral activity, cell-based, CPE readout (AID 1621); West Nile virus-infected cells, CPE inhibition; higher % means a stronger effect; one-dose CPE inhibition, % at 10 µM; IC50 in µM for titrated hits; 290,000 tested, 0.02% active; in the data active = a potency from the dose series; inconclusive = CPE inhibition mostly from about 3.7% at the one dose, without a potency; inactive = the rest, 99 in 100 with CPE inhibition below about 2.2%; also: strong numbers were not always called active
XIAP displacement: XIAP antagonists, biochemical, IAP family, fluorescence polarization (AID 1018). XIAP BIR domain, fluorescence polarization peptide displacement; higher % means a stronger effect. one-dose displacement, % at 20 µM; IC50 in µM for titrated hits. 200,000 tested, 0.007% active; in the data active = displacement above about 50%; also: a part of the inactive calls stands beside numbers as strong as those of hits
Large T inhibition: SV40 large T antigen inhibitors, biochemical (AID 1903); one-dose inhibition, % at 20 µM; IC50 in µM for titrated hits; SV40 large T antigen ATPase/helicase inhibition assay; higher % means a stronger effect; 310,000 tested, 0.39% active; in the data active = a potency from the dose series; inconclusive = inhibition mostly from about 32% at the one dose, without a potency; inactive = the rest, 99 in 100 with inhibition below about 32%; also: strong numbers were not always called active
WT yeast gro inh: growth inhibition of WT strain, primary screen, mitochondrial fusion inhibitor project, WT and mutant strains, chemical genetic; mitochondrial fusion phenotypic screen; inhibition, % at 10 µM; 190,000 tested, 2.1% active; AID 1362, 2008; in the data active = inhibition above about 58%; tested in S. cerevisiae
CSM14.1 death rescue: rescue of cells from ER stress-induced death, primary screen, 384-well, CSM14.1, thapsigargin, ATP luminescence (AID 1222); CSM14.1 thapsigargin-induced death rescue, ATP luminescence; higher % means a stronger effect; cellular ATP content (survival), % at 20 µM; hits with a dose series show EC50 in µM; 190,000 tested, under 10 active;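 active = EC50 below 50 µM in the dose-response confirmation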;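 also: death triggered by thapsigargin at about 15 µM added after 2 h compound pretreatment; cell ATP read after overnight thapsigargin exposure of roughly 18 to 22 hours; normalized against plate controls of thapsigargin alone and 5% DMSO vehicle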
Yfh1-off respiration: enhancers of respiration in Yfh1-depleted yeast, dose response, Friedreich's ataxia, plus single-dose screen (AID 1465); fold induction at 50 µM; hits with a dose series show EC50 in µM; 220,000 tested, 0.074% active; S. cerevisiae Yfh1-off respiration, WST-1 reduction, 72 h; higher fold induction means a stronger effect;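 active = fold induction of absorbance versus untreated yeast above a set limit, then at least 30% activation at any dose in follow-up; inconclusive = repeats straddling the limit, or above it without dose testing; inactive = fold induction below the set limit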;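 also: activators that raise dye reduction in frataxin-depleted yeast; strong numbers were not always called active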
WT yeast gro inh mutant strain: second read-out of WT yeast gro inh, no call of its own (marks repeat the call); inhibition, %; mitochondrial fusion phenotypic screen, mutant strain inhibition
The depositor's hits bear a star; i = inactive; ? = inconclusive; . = not tested or not shown; [ ] = dose if it differs, or a comment. Outcome played no part in choosing rows; overall some 2.2% were active at least once.

Values in the order: RSV CPE inhibition	Yfh1-off respiration	UTI89 phage lysis	XIAP displacement	West Nile antiviral	Dengue-2 NS5 capping	WT yeast gro inh	Large T inhibition	WT yeast gro inh mutant strain	CSM14.1 death rescue
(1) COc1ccccc1NC(=O)NC1(C(=O)NCC2CCCO2)CCCCC1 (stereo unspecified)
→ 2.2%	.	0.3%	.	-0.7%	4%	.	3%	.	.
(2) CCc1ccc(-c2csc(NC(=O)C3CC(=O)N(c4ccc5c(c4)OCCO5)C3)n2)cc1 (stereo unspecified)
→ 2.2%	i	0.0%[50 µM]	-2.5%	-2.0%	0%	37	1%	12	6.7%
(3) NC1=NC[C@@H](Cc2ccc(O)cc2)N1CCC12CC3CC(CC(C3)C1)C2
→ 0.0%	i	-1.4%	.	-1.4%	-8%	.	-2%	.	.
(4) COc1cccc(NC(=O)CCN2CCN(c3ccccc3F)CC2)c1
→ -2.7%	i	0.2%	-4.2%	-0.1%	0%	2	-1%	-7	1.5%
(5) Cc1noc(C)c1COc1ccc(C(=O)OCC(N)=O)cc1
→ -1.3%	i	0.4%	-8.8%	1.2%	-1%	-9	0%	15	.
(6) CCC(C)NC(=O)C1CCCN(S(=O)(=O)c2ccc(-n3cnnn3)cc2)C1 (stereo unspecified)
→ 0.0%	i	0.8%	-7.1%	0.8%	-5%	-15	1%	-23	-1.3%
(7) O=C(Cc1cscn1)c1ccc(O)cc1O
→ 1.1%	?	-0.2%	-5.0%	0.0%	14%	-12	9%	0	-2.6%
(8) Cc1ccc(NC2=C(Cl)C(=O)c3ccccc3C2=O)cc1
→ 3.2%	i	2.6%[50 µM]	-4.0%	-0.5%	-1%	15	13%	10	1.9%
(9) Cc1cccc(NC(=O)Cc2c(F)cccc2Cl)n1
→ 1.0%	.	-0.9%	.	-0.2%	.	.	3%	.	.
(10) CCOc1cc(/C=C2/SC(=S)N(Cc3ccccc3)C2=O)ccc1O
→ 10%	.	0.3%	.	-0.8%	-17%	.	2%	.	.
(11) CCOc1ccc(C2=C/C(=C/c3cccnc3)C(=O)O2)cc1
→ 1.9%	i	1.1%	-5.8%	0.7%	-21%	-12	6%	5	-1.7%
(12) O=C(CSc1nc(-c2ccc(F)cc2)cc(C(F)(F)F)n1)NCc1ccco1
→ -0.1%	.	-0.8%	-1.9%	0.1%	-6%	13	4%	7	-3.2%
(13) COc1ccccc1-c1nnc2sc(-c3cnccn3)nn12
→ -0.3%	i	0.4%	-2.9%	-0.2%	5%	9	21%	3	-0.2%
(14) O=C(N/N=C/c1cccc([N+](=O)[O-])c1)c1ccc(Br)cc1
→ 1.1%	i	0.7%	-2.0%	-0.6%	2%	0	14%	4	-0.3%
(15) CCC(=O)n1nc(-c2ccc(Cl)cc2)nc1N
→ 2.1%	i	-0.8%	-2.8%	-0.1%	-13%	-13	13%	11	0.2%
(16) Cc1ccccc1-c1nc(CN2CCC(C(=O)NCCCN3CCCC(C)C3)CC2)c(C)o1 (stereo unspecified)
→ -0.1%	.	0.3%	.	3.0%	-3%	.	8%	.	.
(17) CCCCn1cnc2c(oc3ccccc32)c1=O
→ -0.5%	.	2.4%[50 µM]	.	-0.7%	-7%	.	-4%	.	.
(18) O=C(Nc1ccc(C(=O)N2CCOCC2)cc1)Nc1cccc(C(F)(F)F)c1
→ 7.6%	.	-0.4%	.	-0.2%	-24%	.	10%	.	.
(19) CCOC(=O)NC(c1ccc(C(C)C)cc1)C(Cl)(Cl)Cl (stereo unspecified)
→ 2.5%	i	0.2%[50 µM]	3.9%	-2.0%	-5%	69*	1%	43*	-4.3%
(20) CCOc1ccccc1Nc1nnc(SCC(=O)Nc2cc(C)on2)s1
→ .	i	5.1%	-8.1%	0.2%	-5%	-14	-1%	-19	-1.6%
(21) COc1ccc2nc(NC(=O)c3ccccc3-c3ccccc3C(=O)O)sc2c1
→ 4.2%	i	-0.6%	2.7%	0.4%	-15%	5	7%	-4	-1.4%
(22) O=[N+]([O-])c1cccnc1SCc1ccccc1
→ 0.9%	.	-0.1%	.	1.2%	0%	.	53%	.	.
(23) CN1CCN(CC(O)Cn2c3ccccc3c3ccccc32)CC1 (stereo unspecified)
→ 0.3%	.	0.1%	.	0.3%	1%	.	-2%	.	.
(24) CCCc1nc2ccccc2c(=O)n1-c1c(C)n(C)n(-c2ccccc2)c1=O
→ 0.5%	i	0.3%	-1.1%	0.1%	-1%	5	-1%	4	-2.7%
(25) Cc1ccc(F)c(NC(=O)C2CCCCC2C(=O)O)c1 (stereo unspecified)
→ -0.3%	i	0.1%	-0.1%	0.3%	-4%	6	7%	-4	1.5%
(26) COc1ccc(C(CNC(=O)Cc2ccccc2Cl)N2CCCCC2)cc1 (stereo unspecified)
→ -0.3%	.	0.3%	.	-0.7%	-2%	.	3%	.	.
(27) CCCCn1c(N)c(N(Cc2ccccc2OC)C(=O)CCSC)c(=O)[nH]c1=O
→ 0.9%	.	0.0%	.	-0.1%	-1%	.	6%	.	.
(28) COC(=O)C1C(=O)C2=C(CC1C)NC(=O)CC2c1ccccc1 (stereo unspecified)
→ 1.2%	i	0.4%	-4.0%	-0.2%	-12%	0	2%	-6	.
(29) CCC(=O)c1ccc(OC(=O)N2CCOCC2)cc1
→ 0.1%	.	0.3%	.	0.4%	-13%	.	20%	.	.
(30) COc1ccc(CCN2C(=O)c3cccnc3C2=O)cc1OC
→ 0.7%	i	0.1%	-4.9%	0.4%	1%	1	20%	-3	1.5%
(31) CCOC(=O)c1csc(NC(=O)CSc2nnc(C3CC3)n2C)n1
→ 1.1%	i	0.8%	-5.3%	-0.1%	-2%	-7	7%	-17	-2.6%
(32) Cc1c(NC(=O)COC(=O)Cc2ccc(F)cc2)c(=O)n(-c2ccccc2)n1C
→ 0.0%	.	1.1%[50 µM]	.	.	-7%	.	5%	.	.
(33) COC1C(C)=C(C)C(=O)N1Cc1ccccc1 (stereo unspecified)
→ 0.9%	.	0.2%	.	-1.2%	9%	.	7%	.	.
(34) CCc1ccc(-c2cn3nc(C)c(C)nc3n2)cc1
→ 4.4%	i	0.2%	-3.2%	-0.7%	-5%	24	23%	21	-4.6%
(35) Cc1cc(C)nc(NC(=O)/C=C/c2ccccc2Cl)c1
→ 5.1%	i	0.3%[50 µM]	-8.7%	?	-7%	64*	4%	33*	3.4%
(36) CCOP(=O)(OCC)c1ccccc1OCP(C)(=O)COc1ccccc1P(=O)(OCC)OCC
→ 0.9%	.	-0.7%[50 µM]	.	-0.2%	-2%	.	4%	.	.
(37) CC1(C)CNc2cc(N)ccc2S1
→ 2.3%	i	0.4%	-21%	0.2%	-33%	-6	19%	10	.
(38) Cc1ccc(-n2[nH]c(C)c(C=Nc3ccc(S(=O)(=O)Nc4nc(C)cc(C)n4)cc3)c2=O)c(C)c1
→ -0.2%	i	-4.4%	-18%	-0.2%	-8%	-23	3%	2	-1.7%
(39) CCOP(=O)(OCC)c1nc(-c2ccc(Cl)cc2)oc1NCc1ccccc1
→ 2.3%	i	-0.1%	-1.8%	-1.1%	-3%	23	5%	0	8.7%
(40) O=C(CCn1c(=O)oc2ccccc21)N(Cc1ccccc1)c1ccccc1
→ 6.3%	i	1.9%	-3.9%	0.0%	1%	17	7%	19	2.1%
(41) O=C1NN=C(c2ccccc2)CC1c1c[nH]c2ccccc12 (stereo unspecified)
→ 10%	i	-0.1%	-6.8%	-1.1%	-11%	-9	14%	-4	-1.7%
(42) COc1ccccc1-c1noc(-c2ccccc2C(=O)NCc2ccco2)n1
→ 1.8%	i	0.1%	-0.5%	0.2%	-4%	18	1%	0	-1.3%
(43) CCCCN(Cc1ccccc1)S(=O)(=O)c1c(N)n(C)c(=O)n(C)c1=O
→ 0.5%	.	1.3%[50 µM]	.	-0.4%	1%	.	6%	.	.
(44) Cc1ccc(OCCc2csc(N)n2)cc1
→ 0.9%	.	0.5%	-5.8%	.	2%	-5	21%	-22	-0.8%
(45) CCOC(=O)c1cccc(NC(=O)CSc2nnc(C)n2CC2CCCO2)c1 (stereo unspecified)
→ 1.1%	.	-0.1%	.	-0.5%	-2%	.	6%	.	.
(46) Cc1nnc2n(-c3ccccc3)c(=O)c3c4c(sc3n12)CCCC4
→ 5.4%	i	0.1%	-3.5%	-0.8%	-7%	8	5%	-2	-3.4%
(47) COC(=O)c1ccc(N=Cc2c(-c3ccccc3)[nH][nH]c2=O)cc1
→ 0.0%	i	-0.1%	-5.2%	0.1%	0%	-8	19%	10	.
(48) C/C(=N/NC(=O)c1cc(-c2cccc([N+](=O)[O-])c2)n[nH]1)c1cccc(O)c1
→ 1.1%	i	0.0%	.	1.0%	-9%	.	7%	.	.
(49) Cn1c(CNC(=O)c2ccc(Cl)cc2)nnc1SCC(=O)Nc1sc2c(c1C#N)CCCC2
→ 2.6%	i	0.3%	-3.0%	-0.8%	2%	3	-1%	7	-0.4%
(50) O=S(=O)(c1ccc(Cl)cc1)N1CCN(Cc2c[nH]c3ccccc23)CC1
→ 4.1%	i	-0.2%	-0.4%	-0.5%	-4%	8	7%	13	2.6%
(51) O=C(NNS(=O)(=O)c1ccc(F)cc1)c1cnccn1
→ 5.2%	i	-0.6%	-3.6%	0.4%	-4%	-14	9%	8	0.6%
(52) Cc1ccc(-c2nnc(OCc3nc4ccccc4n3C)c3ccccc23)cc1
→ ?	.	0.0%	.	.	-2%	.	15%	.	.
(53) Cc1ccc(S(=O)(=O)CCN2CCC(O)(c3ccccc3)CC2)cc1
→ 0.7%	.	0.1%	.	-0.8%	-3%	.	7%	.	.
(54) COc1ccc2cc(C(=O)N3CCOCC3)sc(=O)c2c1OC
→ 0.9%	i	0.6%	-1.5%	0.1%	.	12	3%	9	-0.5%
(55) O=C(Nc1ccccc1)OCC1CCCO1 (stereo unspecified)
→ 1.5%	.	0.6%	.	.	-2%	.	13%	.	.
(56) CCOC(=O)N1N=C(c2ccccc2)CC1(O)C(C)(F)F (stereo unspecified)
→ 0.1%	i	-0.1%	-4.7%	-0.7%	-4%	14	4%	1	-0.9%
(57) OC1CCN(Cc2cn(Cc3ccccc3)nc2-c2cc3ccccc3o2)CC1
→ -1.7%	i	-0.8%	-0.2%	-0.5%	-13%	-6	14%	-18	-1.2%
(58) CC(C)CCNC(=O)CN(C(=O)CCC(=O)Nc1ccccn1)c1ccc2c(c1)OCO2
→ -0.6%	i	-0.3%	-1.2%	-0.3%	1%	-7	-3%	1	.
(59) N#CC(C(=O)c1ccccc1Cl)=C1SCCCS1
→ 1.2%	i	.	.	0.3%	.	.	17%	.	.
(60) CCc1ccc(NC(=O)CSc2ccc(-c3cccnc3)nn2)cc1
→ 4.9%	.	0.7%[50 µM]	.	-0.3%	13%	.	2%	.	.

Screening data (PubChem)
